NPSR antagonist – qHTS Assay for Antagonists of the Neuropeptide S Receptor: cAMP Signal Transduction | CHO-NPSR cells, cAMP TR-FRET, antagonist mode | Potency, µM (top dose mostly 38.3 µM), for inactives: at the highest dose activity change, negative = inhibition, hits mostly inhibitors | hit rate 1% among 220,000; further: potency means the concentration at half of the fitted maximal effect; on the % scale 0 is the no-effect control and ±100 the full control effect; nearly all actives have a fitted effect of over 50% in size; many of its hits are not listed in these tables
Target sequence (Q6W5P4 whole entry, looked up): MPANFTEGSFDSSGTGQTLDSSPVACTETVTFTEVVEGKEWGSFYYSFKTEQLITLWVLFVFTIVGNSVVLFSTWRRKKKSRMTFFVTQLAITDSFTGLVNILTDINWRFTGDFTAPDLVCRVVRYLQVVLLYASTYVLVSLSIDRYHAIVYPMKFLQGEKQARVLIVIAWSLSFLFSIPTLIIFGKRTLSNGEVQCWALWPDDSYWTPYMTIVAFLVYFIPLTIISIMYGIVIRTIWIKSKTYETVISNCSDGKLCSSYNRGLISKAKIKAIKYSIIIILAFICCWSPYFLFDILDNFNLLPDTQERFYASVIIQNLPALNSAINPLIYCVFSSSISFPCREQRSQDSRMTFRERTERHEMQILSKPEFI
IMPase Li cell – qHTS Assay for Identifying the Cell-Membrane Permeable IMPase Inhibitors: Potentiation with Lithium | CHO-M1 cells, IP1 TR-FRET (IP-One), carbachol + lithium | Potency, µM (doses to about 59.4 µM), inactives show at the highest dose activity, negative = IMPase inhibition, usual class: inhibitors | hit rate 0.35% among 210,000 | AID 1457, 2008;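 further: IP1 builds up when IMPase is blocked and the TR-FRET signal falls; potency means the concentration at half of the fitted maximal effect; plate controls were basal vehicle for no effect and high inhibitor control for full effect; nearly all actives have a fitted effect of over 50% in size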
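CHO cells stably expressing M1 receptor (2000/well) were cultured 16–30 h, then exposed to compounds with a small lithium addition for 30 min at 37C. IP1 was measured by TR-FRET competition; AC50 from Hill fits.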
HTT aggregate – qHTS Multiplex Assay to Identify Dual Action Probes in a Cell Model of Huntington: Aggregate Formation (GFP); PC12 HttQ103-GFP aggregates, Acumen cytometry, 40 h; Potency, µM (series often up to 46.1 µM), for inactives: at the top dose activity change, negative = inhibition, actives largely listed as inhibitors; hit rate 1.1% among 220,000; AID 1688, 2009; further: potency means the concentration at half of the fitted maximal effect; on the % scale 0 is the no-effect control and ±100 the full control effect; nearly all actives have a fitted effect of over 60% in size
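Quantitative HTS on tebufenozide-induced (100 nM) PC12 cells stably expressing polyQ103 Huntingtin exon 1–GFP. Reduction of bright GFP aggregates, detected by laser scanning cytometry after lysis, identified actives across the titration.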
Luc counter – Counterscreen for Luciferase (Kinase-Glo TM) Inhibition | Luciferin 4-monooxygenase (Photuris pensylvanica), Q27757 | Kinase-Glo luciferase, ATP luminescence, 8 min | Potency, µM (doses to about 38.3 µM), for the others: at the highest dose activity change, negative = inhibition, most hits filed as inhibitors | hit rate 0.28% among 200,000 | AID 1379, 2008; further: potency means the concentration at half of the fitted maximal effect; on the % scale 0 is the no-effect control and ±100 the full control effect; nearly all actives have a fitted effect of over 60% in size
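Inhibition of Kinase-Glo luciferase light generation was assessed at 10 uM ATP in pH 7.2 imidazole buffer, with luminescence measured after eight minutes at ambient temperature.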
Epigenetic derep – Quantitative High-Throughput Screen for Regulators of Epigenetic Control. murine LDR cells, GFP reporter derepression, 30 h. Potency, µM (top dose mostly 53.9 µM), without a hit: at the highest dose GFP activation, most hits filed as activators. hit rate 0.2% among 280,000. AID 1865, 2009; further: potency means the concentration at half of the fitted maximal effect; % of control where 0% means no effect; nearly all actives have a fitted effect of over 60% in size
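Reporter derepression read as number of fluorescent GFP-positive objects, 20-120 um in size, counted by laser-scanning cytometer. Mouse LDR line with an epigenetically silenced CMV-GFP locus; compound incubation 30 h, 37 C.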
L3MBTL1 block – qHTS Assay for the Inhibitors of L3MBTL1 | Lethal(3)malignant brain tumor-like protein 1 (Homo sapiens), Q9Y468 | AlphaScreen L3MBTL1–H3K9me1 peptide binding | Potency, µM (doses to about 57.1 µM), inactives show at the highest dose activity, negative = inhibition, hits mostly inhibitors | hit rate 0.66% among 230,000 | AID 485360, 2010; further: potency means the concentration at half of the fitted maximal effect; on the % scale 0 is the no-effect control and ±100 the full control effect; nearly all actives have a fitted effect of over 60% in size
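Read-out is AlphaScreen signal from streptavidin donor and nickel chelate acceptor beads (10 ug/mL final each) bridging L3MBTL1 (50 nM) and biotinylated K9-monomethylated H3(1-15) peptide (75 nM), after 30 min compound exposure at room temperature.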
CBFb-RUNX1 inh – qHTS Assay for Compounds Blocking the Interaction Between CBF-beta and RUNX1 for the Treatment of Acute Myeloid Leukemia | Runt-related transcription factor 1 (Homo sapiens) + Core-binding factor subunit beta … | AlphaScreen CBFb-His/RUNX1-biotin binding, biochemical | Potency, µM (top dose mostly 59.8 µM), for the others: at the top dose activity, negative = inhibition, most hits filed as inhibitors | 230,000 tested, under 10 active; further: % of control where 0% means no effect
Target sequence (Q01196 whole entry, looked up): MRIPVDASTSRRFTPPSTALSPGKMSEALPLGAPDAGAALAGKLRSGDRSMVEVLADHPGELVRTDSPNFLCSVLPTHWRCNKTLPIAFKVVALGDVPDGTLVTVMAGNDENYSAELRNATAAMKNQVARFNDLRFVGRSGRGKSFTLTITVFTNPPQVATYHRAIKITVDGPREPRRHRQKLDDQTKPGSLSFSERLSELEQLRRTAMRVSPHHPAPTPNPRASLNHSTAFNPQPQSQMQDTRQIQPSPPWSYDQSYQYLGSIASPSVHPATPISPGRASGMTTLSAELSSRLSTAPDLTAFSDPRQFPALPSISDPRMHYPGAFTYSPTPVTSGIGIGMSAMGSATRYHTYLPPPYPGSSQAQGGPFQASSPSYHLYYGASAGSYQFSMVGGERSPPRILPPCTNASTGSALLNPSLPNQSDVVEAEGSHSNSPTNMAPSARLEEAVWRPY
Target sequence (Q13951 whole entry, looked up): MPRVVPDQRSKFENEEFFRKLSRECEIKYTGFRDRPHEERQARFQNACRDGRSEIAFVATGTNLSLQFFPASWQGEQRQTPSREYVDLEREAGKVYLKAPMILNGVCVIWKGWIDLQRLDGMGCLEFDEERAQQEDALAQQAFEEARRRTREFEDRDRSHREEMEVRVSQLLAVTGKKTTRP
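CBF-beta (His) and RUNX1 (biotin), 30 nM each; 20 min preassociation; + compound, 15 min; + beads 50 ng each (Ni, streptavidin), 90 min; RT; AlphaScreen read.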
Starred values were filed as active, the others as inactive; u = inconclusive; x = not tested or not shown; & = joins results of further samples; [ ] = another dose, or the depositor's remark. The call rests on the fitted dose curve; in most records, active means well fitted curve in the direction sought with a large enough effect; inconclusive means small, poorly fitted or top-dose-only effect, or another doubt; inactive means no such curve, though single readings can be large; an effect the other way counts as inactive or inconclusive. These rows are one share of the data, so the mix of outcomes need not match the whole.

no.	canonical_smiles	NPSR antagonist	IMPase Li cell	HTT aggregate	Luc counter	Epigenetic derep	L3MBTL1 block	CBFb-RUNX1 inh
1	CCCCN1CCC(CCC(=O)c2cc(Cl)c(N)cc2OC)CC1	x	-16%&26%	x	0%	2.1%&-0.3%	x	17%
2	CCOC(=O)CC(=O)CSc1nc(-c2cccnc2)cc(C)c1C#N	-7%[46.1 µM]	-7%[38.3 µM]	5%	2%	1.1%	-29%	-15%
3	O=C(Cn1c(-c2cscn2)nc2ccccc21)Nc1cc(F)ccc1F	-32%[46.1 µM]	-9%[38.3 µM]	17%	-6%	0.0%	-2%	-3%
4	COc1ccc(CNC(=O)CCNS(=O)(=O)c2cccc3nsnc23)cc1	13%	-8%	-22%	-1%	-2.8%&-1.5%	x	4%
5	CNC(=O)N(O)C1N(/N=C/c2ccccc2O)C(=S)SC1(C)C (configuration not stated)	35%	x	7%[9.22 µM]	x	-1.8%	-1%	-17%
6	N[C@@H](Cc1cc(-c2ccc(Cl)cc2Cl)cc(CP(=O)(O)O)c1O)C(=O)O	x	4%	x	3%	-0.1%	x	-11%[21.7 µM]
7	Cc1[nH]c(=O)[nH]c(=O)c1S(=O)(=O)NCC12CC3CC(CC(C3)C1)C2	-7%[46.1 µM]	-4%[38.3 µM]	-17%	2%	3.2%	7%	8%
8	C=C1C(c2ccc(C)cc2)=CCc2cc(C)cc(C)c21	x	13%	x	x	1.9%	x	-1%&21%
9	Cc1sccc1/C=N/NC(=O)c1cccc2ccccc12	-6%	-5%	-6%	-3%	1.1%	0%	2%
10	O=C(CNC(=O)C1COc2ccccc2O1)N/N=C/c1ccc(O)cc1O (configuration not stated)	6%	4%	u	0%	0.0%	0%	-24%
11	CC(=O)c1ccc(NC(=O)/C=C/c2ccc(C)cc2)cc1	1%	18%	32%	10%	1.3%	-1%	13%
12	COC(=O)c1cc(OC)c(OC)c(OC)c1[N+](=O)[O-]	11%	x	-19%[9.22 µM]	x	-2.2%	x	4%
13	CSCCC(NS(=O)(=O)c1ccc(Cl)cc1)C(=O)OCC(=O)c1c(C)[nH]c2ccccc12 (configuration not stated)	-43%	11%	1%	4%	4.8%	-6%	-5%
14	CCOC(=O)CC(=O)CSc1nc2sc(C)cc2c(=O)n1Cc1ccco1	u	28%[38.3 µM]	11%	3%	-1.1%	x	-7%
15	C=CCn1cc(C(=O)OC)c(=O)c2cc(S(=O)(=O)N3CCC(C)CC3)ccc21	3%[46.1 µM]	5%[38.3 µM]	-22%	0%	-2.0%	3%	5%
16	CC(C)N(CC#CC(O)(c1ccccc1)c1ccccc1)CCO	4%	20%	18%	0%	0.0%	-1%	6%
17	CONC(=O)c1cc(OCC(F)(F)F)ccc1OCC(F)(F)F	0%[46.1 µM]	6%[38.3 µM]	0%	1%	0.0%	11%	0%
18	COCCOC(=O)c1c(NC(=O)CSc2cccc[n+]2[O-])sc(C(N)=O)c1C	0%	-1%	2%	6%	0.2%	18%	0%
19	COCc1[nH]nc2c1C(C1C=CCCC1)C(C#N)=C(N)O2 (configuration not stated)	-12%[46.1 µM]	31%[38.3 µM]	9%	2%	0.0%	x	1%
20	C=CCN1C(=CCO)[C@H]2C[C@H]3[C@@H]1CC[C@@]31c3ccccc3N3C=C4[C@@H]5N(/C=C/2[C@H]31)c1ccccc1[C@]51CC[C@H]2[C@H]1C[C@@H]4/C(=C/CO)N2CC=C	x	-2%	7%[20.6 µM]	-1%[17.1 µM]	1.1%[16.9 µM]	x	7%[21.7 µM]
21	CCOC(=O)CSc1nc(C)cc(C)c1C(N)=O	13%	-6%	-18%	2%	2.5%	x	-1%
22	CCOc1cc(C2CC(=O)c3c(ccc4ccccc34)N2)ccc1O (configuration not stated)	-17%[46.1 µM]	6%[38.3 µM]	19%	0%	0.0%	-5%	-6%
23	COc1ccccc1C(=O)Nc1ccc(C(=O)c2ccccc2)cc1	-20%	5%	-8%[9.22 µM]	-1%	1.9%[10.1 µM]	13%	12%
24	O=C(NC(=S)N1CCCCCC1)C1CC1	9%	-2%	-2%	6%	1.0%	-2%	13%
25	CCc1nnc(NC(=O)CSc2nnc(-c3ccoc3C)n2CC(C)C)s1	-14%[46.1 µM]	-2%[38.3 µM]	-9%	-1%	0.8%	31%[activator]	8%

Single records, as listed above. Order of values: NPSR antagonist	IMPase Li cell	HTT aggregate	Luc counter	Epigenetic derep	L3MBTL1 block	CBFb-RUNX1 inh
CC(=O)c1ccc(NC(=O)/C=C/c2ccc(C)cc2)cc1 is listed with 1%	18%	32%	10%	1.3%	-1%	13%
Cc1sccc1/C=N/NC(=O)c1cccc2ccccc12 is listed with -6%	-5%	-6%	-3%	1.1%	0%	2%
COC(=O)c1cc(OC)c(OC)c(OC)c1[N+](=O)[O-] is listed with 11%	x	-19%[9.22 µM]	x	-2.2%	x	4%

The list continues.
no.	canonical_smiles	NPSR antagonist	IMPase Li cell	HTT aggregate	Luc counter	Epigenetic derep	L3MBTL1 block	CBFb-RUNX1 inh
26	O=C1CCc2cc(S(=O)(=O)NC(C(=O)NCc3cccnc3)c3ccccc3)ccc2N1 (configuration not stated)	-7%[46.1 µM]	3%[38.3 µM]	-14%	-2%	0.8%	x	1%
27	COc1cc(C(=O)CSc2nnc(-c3ccc(O)cc3)n2CC2CCCO2)ccc1NC(C)=O (configuration not stated)	-2%[46.1 µM]	1%[38.3 µM]	-1%	-1%	-1.1%	-1%	4%
28	Cc1cccn2cc(-c3ccc(F)cc3)cc12	21%	9%	5%[9.22 µM]	0%	0.6%	-17%	6%
29	COc1ccc(N2CCN(C(=O)CC34CC5CC(CC(C5)C3)C4)CC2)c([N+](=O)[O-])c1	u	9%	-28%	-1%	1.5%	u	-18%
30	O=C(c1cccc(Cl)c1)N1CCn2c1nc1ccccc12	-2%	-3%	4%[9.22 µM]	-8%	1.0%	-1%	1%
31	O=C(COC(=O)c1ccccc1Br)NCCC1=CCCCC1	0%	-2%	3%	-2%	u	9%	9%
32	O=C(Cn1ncc(N2CCOCC2)c(Br)c1=O)c1ccc(Cl)cc1	-2%	-3%	15%[9.22 µM]	3%	4.5%[10.1 µM]	10%	-1%
33	CC(=O)O[C@]1(C(C)=O)CC[C@H]2[C@@H]3C[C@H](C)C4=CC(=O)CC[C@]4(C)[C@H]3CC[C@@]21C	2.5µM*	-1%&9%	18%	-3%	-1.8%	-11%&-5%	6%
34	NS(=O)(=O)c1cccc(NC(=S)NC(=O)C23CC4CC(CC(C4)C2)C3)c1	-34%	19%	-14%	-2%	u	-15%	2%
35	CCOc1cc(NC(=S)NCc2ccco2)c(OCC)cc1NC(=O)C1CC1	0%	-2%	-12%	-4%	0.0%	11%	-5%
36	Cc1ccc(C(=O)N2CCSC2=S)cc1	-5%	4%	-11%[9.22 µM]	4%	2.9%	5%	0%
37	O=C(O)CCCC(=O)N1N=C(c2c(-c3ccccc3)c3cc(Cl)ccc3[nH]c2=O)CC1c1cccs1 (configuration not stated)	-4%	-4%	19%	4%	0.0%	-3%	0%
38	Cc1nnc(N/N=C\c2ccc(-c3cccc(C(=O)O)c3)o2)n1N	-5%	17%	u	-11%	-1.9%	u	1%
39	CC(C)(C)NC(=O)CSc1nnc(SCC(=O)NC(C)(C)C)s1	9%	-8%	-19%	-1%	4.6%	x	28%
40	Cn1c(=O)c2c(nc(N3CCCCC3)n2CCCNC2=NCCCC2)n(C)c1=O	-5%[46.1 µM]	29%[38.3 µM]	7%	2%	-1.6%	8%	6%
41	CCCCn1c(C)nc2c(=O)n(C)c(=O)[nH]c21	-14%[46.1 µM]	22%[38.3 µM]	-2%	1%	-1.0%	x	-3%
42	Nn1c(SCC(=O)Nc2ccc(F)c(F)c2)nnc1C1CCCCC1	-18%[46.1 µM]	-6%[38.3 µM]	-8%	-3%	5.1%	0%	1%
43	Cc1c(Cl)cccc1-n1ccnc1SCC(=O)O	-2%[46.1 µM]	-9%[38.3 µM]	-8%	-4%	0.0%	-2%	5%
44	Cc1cc(C(=O)OCC(=O)Nc2ccccc2F)c(C)o1	-8%[46.1 µM]	4%[38.3 µM]	0%	-2%	-0.2%	-8%	-2%
45	O=C1CCCc2c1cc(C(=O)NCc1ccco1)c(=O)n2-c1ccc(Cl)cc1	-14%[46.1 µM]	15%[38.3 µM]	15%	0%	-1.0%	2%	-1%
46	Cc1cccc(Cn2cnc3c(nnn3Cc3ccccc3F)c2=O)c1	-1%[46.1 µM]	13%[38.3 µM]	4%	7%	-1.1%	7%	1%
47	Cc1ccsc1C(=O)OCC(=O)N1CCN(C(=O)c2ccco2)CC1	10%	6%	11%	0%	0.1%	5%	6%
48	COc1cccc(C2CC(c3ccccc3Cl)n3nnnc3N2)c1 (configuration not stated)	-12%[46.1 µM]	3%[38.3 µM]	-24%	2%	-2.1%	-10%[11.4 µM]	1%
49	OC(CN1CCN(c2ccccc2)CC1)c1ccc2c(c1)CCN2 (configuration not stated)	-2%	9%	20%	1%	2.9%	19%	0%
50	Cc1cc(C)c(S(=O)(=O)N2CCC(C(N)=O)CC2)cc1C	0%[46.1 µM]	25%[38.3 µM]	1%	-3%	0.7%	x	-4%

The list continues.
no.	canonical_smiles	NPSR antagonist	IMPase Li cell	HTT aggregate	Luc counter	Epigenetic derep	L3MBTL1 block	CBFb-RUNX1 inh
51	C=CC[n+]1c(-c2ccc(C)cc2)csc1NNC(=O)Nc1ccccc1	-15%[46.1 µM]	15%[38.3 µM]	u	-2%	0.9%	u	-15%
52	NS(=O)(=O)c1ccc(CCNC(=O)CN2CCN(c3ccccc3F)CC2)cc1	4%	-4%	-1%	-3%	-1.3%	1%	-21%
53	Nc1ccc(S(=O)(=O)N2CCCC2C(=O)O)cc1 (configuration not stated)	13%	x	37%[9.22 µM]	x	3.7%	x	3%
54	CC(=O)Nc1ccc(NC(=O)c2cc(-n3cnnc3)ccc2Cl)cc1	14%	-1%	16%	0%	1.1%	8%	0%
55	COC(=O)[C@@]1(Cc2ccccc2)[C@H]2c3cc(C(=O)N4CCCC4)n(Cc4ccc(C)o4)c3C[C@H]2CN1C(=O)c1ccccc1	x	18%	x	-2%	u	x	u
56	COc1ccc(C2C(C(C)=O)=C(O)C(=O)N2C)c(OC)c1 (configuration not stated)	-5%[46.1 µM]	-8%[38.3 µM]	-11%[9.22 µM]	-2%	u	-4%	2%
